# All columns: NCI-60 one-dose screen, growth in % after 48 h at 10 µM unless noted; 100 = growth as untreated, 0 = no growth, -100 = all killed.
# SNB-19: SNB-19 CNS cancer cells. 81,000 compounds, 2.5% hits. AID 1794751
# ACHN: ACHN renal cancer. 81,000 compounds, 4.9% hits
# A498: A498 renal cancer cells; 76,000 compounds, 5.4% hits; AID 1794774
# SF-539: SF-539 CNS cancer. 81,000 compounds, 6.8% hits. AID 1794752
# RXF 393: RXF 393 renal cancer cells | 77,000 compounds, 6.9% hits | AID 1794773
# SNB-75: SNB-75 CNS cancer; AID 1794750; 79,000 compounds, 5% hits
# SF-268: SF-268 CNS cancer cells; 82,000 compounds, 3.1% hits
# CAKI-1: CAKI-1 renal cancer | 75,000 compounds, 4.7% hits | AID 1794772
# Starred values were filed as active, the others as inactive; . = no result given; & = joins results of further samples; [ ] = another dose, or the depositor's remark. How the source made its calls: active means growth percent below 10; inactive means the rest.
SMILES,SNB-19,ACHN,A498,SF-539,RXF 393,SNB-75,SF-268,CAKI-1
c1ccc(COc2ccc(Nc3ncnc4c3sc3ncccc34)cc2)cc1,101,102,71,97,100,103,96,94
CC1CN(c2nc3sc4c(c3c(=O)[nH]2)CCCC4)CC(C)O1 (centres undefined),106,114,95,95,102,93,96,.
CCCCCCCC/C=C\CCCCCCCC(=O)OCCCCCCCCCCCCCCCCCC,108&109,98&102,80,102&107,109&102,103&96,106&93,93&87
CCCCc1n(Cc2ccc3ccccc3c2)cc[n+]1Cc1ccc2ccccc2c1,-23*,30,0.3*,-4.1*,-43*,-18*,-13*,.
CCN(CC)CCC(C)Cl (centres undefined),104,91,116,99,113,91,112,98
N#Cc1c(NC(=O)Nc2cc(C(F)(F)F)cc(C(F)(F)F)c2)sc2c1CCCC2,98,90,87,99,.,91,96,84
O=C(NCc1ccccc1)C(=O)c1cn(Cc2ccc(Cn3cc(C(=O)C(=O)NCc4ccccc4)c4ccccc43)cc2)c2ccccc12,105,110,80,113,112,97,106,93
O=CN1N=C(c2ccc(Nc3nc(NCCO)nc(NCCO)n3)cc2)CC1c1ccc(C(F)(F)F)cc1 (centres undefined),106,102,109,99,110,97,94,.
CCc1ccccc1-n1c(=O)c(C#N)c(-c2ccc(O)cc2)c2c(N)[nH]nc21,112,113,121,109,126,93,102,115
Cn1c(=O)c2nc3n(c2n(C)c1=O)C(=N)C(C(=O)c1ccc(Cl)cc1)N=N3 (centres undefined),103,109,121,113,115,.,116,108
COc1ccc2c(c1OC)CN(C)CCc1cc3c(cc1C(=O)C2)OCO3,108,100,98,103,121,84,97,91
NC(=N\N=C/c1ccc(O)cc1)/C(N)=N\N=C/c1ccc(O)cc1,93,.,85,.,105,94,58,41
N#Cc1ccc(NS(=O)(=O)c2ccc(-c3ccc(Cl)cc3Cl)cc2)cc1,91,94,75,96,96,87,89,76
O=S(=O)(Oc1ccc(-c2cn3ccsc3n2)cc1)c1ccc(F)cc1,96,106,99,105,116,111,106,89
COc1ccc(/C(=C\c2ccc3c(c2)OCO3)C(=O)Nc2nc3ccc(OC)cc3s2)cc1,103,92,108,95,107,102,86,82
O=S(=O)(Oc1ccc(-c2cn3ccoc3n2)cc1)c1cc(C(F)(F)F)cc(C(F)(F)F)c1,96,98,86,98,104,86,99,91
CCCCCCCCCCCCCCCc1ccc(N)c(OC2OC(CO)C(O)C(O)C2O)c1 (centres undefined),101,86,79,93,.,.,99,.
C=CCN(CC=C)C(=O)OCC,106,115,83,93,104,107,110,.
CN(Cc1ccccc1)Cc1ccc([N+](=O)[O-])cc1I,92,101,81,100,88,95,98,93
CC12CC3(C)SC(C)(CC(C)(S1)S2)S3,102,99,104,111,104,100,98,.
C=CCOc1ccc(/C=C2\SC(=S)N(CCc3ccc(O)cc3)C2=O)cc1,93,94,66,83,114,82,91,71
CC(C)OC(=O)[C@]12CCC(C)(C)C[C@H]1C1=CC[C@@H]3[C@@]4(C)C/C(=C/c5ccncc5)C(=O)C(C)(C)[C@@H]4CC[C@@]3(C)[C@]1(C)CC2,96,78,80,93,84,68,83,59
O=c1[nH]c(=S)[nH]cc1Cc1ccccc1,99,95,100,94,91,91,112,74
C#C[C@@]1(O)[C@@H](CO)O[C@@H](n2ccc3c(N)ncnc32)[C@@H]1O,7.3*,3.5*,-53*,8.0*,-34*,-26*,10.0*,.

# Complete entries, quoted from the list. Screens in order: SNB-19	ACHN	A498	SF-539	RXF 393	SNB-75	SF-268	CAKI-1
# N#Cc1ccc(NS(=O)(=O)c2ccc(-c3ccc(Cl)cc3Cl)cc2)cc1 across the screens: 91	94	75	96	96	87	89	76
# CN(Cc1ccccc1)Cc1ccc([N+](=O)[O-])cc1I across the screens: 92	101	81	100	88	95	98	93
# c1ccc(COc2ccc(Nc3ncnc4c3sc3ncccc34)cc2)cc1 across the screens: 101	102	71	97	100	103	96	94

# More compounds follow.
SMILES,SNB-19,ACHN,A498,SF-539,RXF 393,SNB-75,SF-268,CAKI-1
O=C1C=CC(=O)N1c1ccc(O)cc1,103,94,104,111,110,98,109,107
COc1cc2c(cc1C)C(=O)c1ccccc1-2,101,104,93,97,109,83,102,.
Cn1nc(C(C)(C)C)c(C#N)c1Nc1ccccc1,103,100,.,.,104,107,110,109
COc1cc2c(cc1OC)C[N+](C)(C)C(C)C2 (centres undefined),102,106,99,106,102,87,104,.
N#Cc1c(-c2ccc(Cl)cc2)nc(SCCCCC(=O)NO)[nH]c1=O,103,103,120,100,128,110,117,109
CC(=O)OCC1OC(OC(C)=O)C(NC(=O)NS(=O)(=O)c2ccc(F)cc2)C(OC(C)=O)C1OC(C)=O (centres undefined),100,98,98,98,109,83,99,82
CSc1cc(Cl)nc(N)n1,111,108,83,115,111,105,113,96
C=CCOC(=O)C1=C(C)NC2=C(C(=O)CC(c3ccc(Cl)cc3)C2)C1c1cccnc1 (centres undefined),83,97,61,79,63,62,82,68
CC(=O)NC(C)(C)C(=O)N1CCC[C@H]1C(=O)NC(C)(C)C(=O)N[C@@H](C)C(=O)NC(C)(C)C(=O)NC(C)(C)C(=O)N[C@@H](CCC(N)=O)C(=O)NC(C)(C)C(=O)N[C@H](C(=O)NC(C)(C)C(=O)NCC(=O)N[C@@H](CC(C)C)C(=O)NC(C)(C)C(=O)N1CCC[C@H]1C(=O)N[C@H](C(=O)NC(C)(C)C(=O)NC(C)(C)C(=O)N[C@@H](CCC(N)=O)C(=O)N[C@@H](CCC(N)=O)C(=O)N[C@H](CO)Cc1ccccc1)C(C)C)C(C)C,19[4.25 µM],96[4.25 µM],25[4.25 µM],25[4.25 µM],18[4.25 µM],19[4.25 µM],33[4.25 µM],.
CCC(C)(c1ccccc1)c1ccccc1,.,99,100,104,106,99,103,95
Cc1oc(-c2ccc3cccnc3n2)nc1CNC1CCCCCC1,105,105,122,108,117,117,103,95
O=c1c2c3c(sc2n2c(SCc4nnc(Nc5ccccc5)s4)nnc2n1Cc1ccccc1)CCCC3,100,90,93,95,97,65,108,90
COc1cc(C(=O)n2nc(-c3cccnc3)nc2N)cc(OC)c1OC,103,104,91,104,109,84,98,.
COc1cccc2c1C(=O)c1c(O)c3c(c(O)c1C2=O)C[C@@](O)(/C(C)=N/NC(=O)c1ccc(Cl)cc1)C[C@@H]3OC1CC(N)C(O)C(C)O1 (some centres undefined),5.5*,-36*,-88*,-45*,.,-84*,-55*,-53*
C=C(C)[C@@H]1CC[C@]2(C(=O)NC(C)=O)CC[C@]3(C)[C@H](CC[C@@H]4[C@@](C)(CCCNC(C)=O)[C@H](C(=C)C)CC[C@]43C)[C@@H]12,84,65,78,78,86,53,70,37
O=C1Nc2c(c(=O)n(-c3ccccc3)c3ccccc23)C(c2ccccc2)N1 (centres undefined),104,98,114,101,119,91,102,.
OC(Cc1cc(CC(O)(C(F)(F)F)C(F)(F)F)nc(CC(O)(C(F)(F)F)C(F)(F)F)c1)(C(F)(F)F)C(F)(F)F,16,0.9*,-19*,-1.2*,-17*,-8.8*,13,4.5*
CCCCCCOC(OCCCCCC)c1ccccc1,110,98,85,94,108,71,103,98
C=C1c2nc3ccccc3n2C=C(c2cccc(Cl)c2)N1Cc1ccc(OC)cc1,20,49,92,-15*,4.8*,16,22,3.0*
CCOC(=O)C(CC)(C(=O)OCC)C(C)CC (centres undefined),103,103,103,103,102,90,110,104
CCOC(=O)c1ccc2c(c1)[n+](=O)c(C(C)=O)c(C)n2[O-],99,98,96,91,106,95,93,103
O=c1c2ccccc2c2ccccc2c(=O)n1-c1ccc([N+](=O)[O-])cc1[N+](=O)[O-],102,104,86,105,105,81,102,91
CN1C(=O)/C(=C2/C(=O)N(C)c3ccccc32)S/C1=N\Nc1ccccc1,94,77,120,89,85,79,94,78
CC(=O)[C@@]1(O)CC[C@H]2[C@@H]3CC[C@@H]4CC(=O)CC[C@]4(C)[C@H]3[C@@H](O)C[C@@]21C,103,101,89,97,105,93,99,.
CCOC(=O)C1=C(C)n2nc(CC#N)c(C#N)c2NC1c1ccc(CC)cc1 (centres undefined),106,99,104,110,107,88,99,.
O=C1/C(=C/c2cccc([N+](=O)[O-])c2)Sc2scc(-c3ccc([N+](=O)[O-])cc3)[n+]21,103,98,75,107,116,90,104,98
COc1cc2c3c(n(C)c2cc1OC)C(=O)c1cccn1-3,87,70,66,68,70,100,88,57
CCCCC(O)Cn1ncc(C(=O)OCC)c1NC(=O)NCc1cccc(F)c1 (centres undefined),99,104,.,102,110,88,97,90
CCOC(=O)c1c2c(c(C)n1Cc1ccccc1)-c1nn(Cc3ccccc3)cc1CC2,74,69,108,79,85,83,85,47
COc1ccc(-n2nnc3c4nc(-c5cc(OC)c(OC)c(OC)c5)oc(=O)c4c(C)nc32)cc1,102,99,95,98,118,89,102,92
O=C(Nc1ccc(N2CCN(Cc3ccccc3)CC2)cc1)c1cccs1,103,96,94,108,117,96,97,94
CCCCCCCCCCCCNC(=O)[C@H]1CSC(c2cc3ccccc3s2)N1 (some centres undefined),51,17,99,-68*,-78*,.,-74*,75
O=C(CSc1nnc(-c2ccc(Cl)cc2)n1-c1ccccc1)Nc1ccccc1,78,29,99,66,80,96,98,80
CC(C)(C)C(OCc1cn([C@H]2C[C@@H](O)[C@@H](CO)O2)c(=O)[nH]c1=O)c1ccc(C#Cc2ccccc2)cc1[N+](=O)[O-] (some centres undefined),91,89,74,94,86,82,91,82
Oc1ccc(C2CCCCC2)c(O)c1,119,109,93,116,109,102,115,.
O=c1ccnc(SCc2ccccc2Cl)[nH]1,98&112,105&97,95&132,98&96,96&101,86&112,98&100,86&97
Cc1nc2ccccc2c(/C=C/c2ccc(Br)cc2)c1C(=O)/C=C/c1ccccc1,-12*,6.4*,18,-63*,-71*,51,52,4.4*
CCC1=C(c2ccc(OC)cc2)C(C)(C)Oc2c1ccc(O)c2CN1CCCC1,.,57,58,69,15,41,54,44
COc1cc(CNC(=O)/C=C/C=C/c2ccc3c(c2)OCO3)ccc1OCc1cn(-c2ccccc2[N+](=O)[O-])nn1,87,100,.,98,78,96,87,85
CCCCCCCCCCCCc1ccc(C(=O)/C=C/C(=O)O)cc1,94,56,82,77,81,75,100,91
COC(=O)c1cccc(-n2cc([C@]3(OC(C)=O)CC[C@H]4[C@@H]5CCC6=CC(=O)CC[C@@H]6[C@H]5CC[C@@]43C)nn2)c1,75,79,44,100,69,54,87,68
Cc1cc(O)cc(C)c1Br,104,105,92,102,112,89,102,97
COc1cc(-c2nc(NC(C)=O)sc2-c2ccnc(NCCN3CCN(C)S3(=O)=O)n2)ccc1Cl,125,83,92,107,102,98,97,86
O=C1c2cc(O)cc(O)c2[C@H](c2ccc(O)cc2)[C@H]1c1cc(O)cc(O)c1,97,101,99,97,102,.,96,93
IC1CC2CC1C1C=CCC21 (centres undefined),95,94,86,97,98,89,95,93
O=S(=O)(Nc1ccc(N2CCOCC2)c(F)c1)c1ccc(-c2cnc(C3CC3)o2)cc1,86,103,83,98,101,59,94,76
CCCCCCCCCC(=O)Oc1ccc(/C(=C(/CC)Cc2ccccc2)c2ccc(OCCN3CCCC3)cc2)cc1,103,100,94,.,99,72,86,93
C=C(C)[C@@H]1CC[C@]2(CO)CC[C@]3(C)[C@H](CC[C@@H]4[C@@](C)(CCCN)[C@H](C(=C)C)CC[C@]43C)[C@@H]12,1.2*,-100*,-86*,-97*,-85*,-92*,-42*,-55*

# A second format for part of the listing above.
> O=c1c2c3c(sc2n2c(SCc4nnc(Nc5ccccc5)s4)nnc2n1Cc1ccccc1)CCCC3
  SNB-19: 100; ACHN: 90; A498: 93; SF-539: 95; RXF 393: 97; SNB-75: 65; SF-268: 108; CAKI-1: 90
> COc1cc(C(=O)n2nc(-c3cccnc3)nc2N)cc(OC)c1OC
  SNB-19: 103; ACHN: 104; A498: 91; SF-539: 104; RXF 393: 109; SNB-75: 84; SF-268: 98; CAKI-1: .
> COc1cccc2c1C(=O)c1c(O)c3c(c(O)c1C2=O)C[C@@](O)(/C(C)=N/NC(=O)c1ccc(Cl)cc1)C[C@@H]3OC1CC(N)C(O)C(C)O1 (some centres undefined)
  SNB-19: 5.5*; ACHN: -36*; A498: -88*; SF-539: -45*; RXF 393: .; SNB-75: -84*; SF-268: -55*; CAKI-1: -53*
> C=C(C)[C@@H]1CC[C@]2(C(=O)NC(C)=O)CC[C@]3(C)[C@H](CC[C@@H]4[C@@](C)(CCCNC(C)=O)[C@H](C(=C)C)CC[C@]43C)[C@@H]12
  SNB-19: 84; ACHN: 65; A498: 78; SF-539: 78; RXF 393: 86; SNB-75: 53; SF-268: 70; CAKI-1: 37

# The results go on:
SMILES,SNB-19,ACHN,A498,SF-539,RXF 393,SNB-75,SF-268,CAKI-1
CCNc1nc2ccccc2c2c(=O)c3cccc(C)c3sc12,102,91,68,96,109,93,98,86
COc1ccc(C2C(C#N)=C(N)Oc3c2sc2c(Br)cccc32)cc1 (centres undefined),45,54,27,-12*,4.4*,11,39,36
OCC1COc2ccccc2O1 (centres undefined),108,110,94,110,121,110,110,100
O=C1c2c(O)cccc2[C@@H](O[C@@H]2O[C@H](CO)[C@H](O)[C@@H](O)[C@H]2O)c2cc(CO)cc(O)c21,111,105,125,109,119,89,111,86
Cc1ccc(/C=[N+](\[O-])c2ccccc2)cc1,97,116,109,109,152,.,123,100
CCOc1ccc(NC(C)=O)c([N+](=O)[O-])c1,105&102,98&111,97&91,98&107,118&110,82&114,98&104,90&108
CCCCSc1ncc(C)c(N(C)C)n1,96,107,82,98,92,82,92,88
O=c1nc2sc3nc4ccccc4cc3cc-2s1,101,105,95,101,117,116,132,137
Cc1ccc(Nc2nn3c(=O)c4cc(Cl)ccc4nc3s2)cc1,102,109,75,100,112,103,103,100
Nc1ccc(S)cc1,104,106,101,111,106,86,101,102
CCCCCCCCC(C(=O)OCC)C(=O)OCC,101,105,98,99,96,88,102,93
COc1ccccc1/C=C/C(=O)/C=C/c1ccccc1O,32,-81*,108,-63*,-76*,31,1.7*,-62*
